MEKK3 PB1 HTS = MEKK3-MEK5 PB1 interaction, increase or decrease | 1.4% of 290,000 active | Q99759 | binding response (% of control), % at 10 µM | bead-based flow cytometry, Alexa488-MEK5 binding to MEKK3; actives lie on both sides; 0 = blocked by unlabeled MEK5, 100 = vehicle | AID 1529;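 active = binding response more than 3 SD above or below the average of its plate-row segment, actives on both sides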;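 note: Alexa488 bead fluorescence after subtracting the streptavidin-only scavenger bead signal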
Target sequence (Q99759 whole entry, looked up): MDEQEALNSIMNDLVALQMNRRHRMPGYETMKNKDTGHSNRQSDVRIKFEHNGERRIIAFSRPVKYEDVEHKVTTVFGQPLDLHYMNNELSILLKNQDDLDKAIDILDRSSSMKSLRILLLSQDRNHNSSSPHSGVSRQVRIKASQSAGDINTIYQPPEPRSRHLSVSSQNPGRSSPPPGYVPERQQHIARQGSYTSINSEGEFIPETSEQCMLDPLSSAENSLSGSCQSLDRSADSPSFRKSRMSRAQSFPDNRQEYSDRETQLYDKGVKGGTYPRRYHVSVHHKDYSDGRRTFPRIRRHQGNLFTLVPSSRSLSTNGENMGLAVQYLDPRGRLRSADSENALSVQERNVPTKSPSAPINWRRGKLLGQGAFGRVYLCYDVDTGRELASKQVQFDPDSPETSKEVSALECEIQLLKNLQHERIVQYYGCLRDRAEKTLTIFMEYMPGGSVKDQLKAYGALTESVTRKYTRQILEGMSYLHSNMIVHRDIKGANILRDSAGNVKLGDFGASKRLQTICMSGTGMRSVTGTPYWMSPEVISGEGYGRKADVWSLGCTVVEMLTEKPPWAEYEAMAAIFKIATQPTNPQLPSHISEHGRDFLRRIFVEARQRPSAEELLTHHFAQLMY
NALP1 inh = blocks the NALP1 inflammasome reconstituted in yeast | S. cerevisiae NALP1/ASC/caspase-1 growth, X-gal OD620, 72 h | inhibition, % at 10 µM | 0.61% of 280,000 active; in the data active = inhibition mostly above about 24%, no sharp cut-off; inactive = mostly below about 32%; note: some compounds called inactive have numbers as strong as hits
PfM18AAP inh = PfM18AAP enzyme inhibition; recombinant PfM18AAP, H-Glu-NHMec fluorogenic cleavage; inhibition, % at 7.35 µM; 1.2% of 290,000 active; AID 1822;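 active = inhibition above the campaign mean inhibition over all tested compounds plus 3 SD, cut at about 28% in these data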;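 note: 0% = plate median of test compound wells and 100% = 2 mM ZnCl2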
IDE act = IDE (human) activation, cell-based. P14735. HEK cells, FAbeta-B cleavage, fluorescence polarization; 0% vehicle, 100% cell-free pure enzyme wells. activation, % at 5.96 µM. 0.073% of 340,000 active;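 active = activation above the mean of all tested compounds plus 3 SD, set per screening campaign, cut at about 17% in these data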
MEKK2 mut-MEK5 = signal of MEK5 binding to mutant human MEKK2 PB1 domain | bead flow cytometry, Alexa488-MEK5 binding to MEKK2 mutant | 0.35% of 290,000 active | AID 1530 | percent response, % at 10 µM; in the data active = percent response above about 24%, passing the limit was not always enough; note: inactives centre near 1; some results filed as inactive read as strong as hits; reference of the scale not given here
UBC9 SUMO inh = inhibitors of human SUMOylation (UBC9); HTRF SUMOylation assay, SAE1/SAE2 + UBC9, in vitro; inhibition, % at 35 µM; 0.36% of 290,000 active; AID 2006; in the data active = inhibition above about 50%, passing the limit was not always enough; note: strong numbers were not always called active
Target sequence (P63279 whole entry, looked up): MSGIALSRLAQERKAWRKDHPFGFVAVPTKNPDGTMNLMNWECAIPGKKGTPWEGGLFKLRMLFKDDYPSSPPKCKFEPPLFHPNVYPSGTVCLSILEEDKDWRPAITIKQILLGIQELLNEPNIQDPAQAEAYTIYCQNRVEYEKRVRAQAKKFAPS
IDE cell inh = cellular human IDE inhibition; P14735; AID 434962; 0.41% of 320,000 active; inhibition, % at 5.59 µM; HEK cells, FAbetaB cleavage, fluorescence polarization;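 active = percent inhibition above the average of all tested compounds plus 3 SD, set per screening campaign, cut at about 16% in these data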;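 note: IDE supplied by intact live HEK cells; FP after avidin binding of uncleaved biotin substrate so inhibition keeps polarization high; 0% = DMSO wells and 100% = 60 µM reference IDE inhibitor Ii1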
pCIP destab = compounds decreasing mouse p/CIP protein stability; AID 1984; F442A p/CIP-EGFP cells, EGFP fluorescence, 16 h; 0.01% of 290,000 active; decrease of EGFP signal, % at 10 µM;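 active = EGFP signal decrease of at least 30% at 10 µM or well 3 SD below plate mean, unless failing retest; inactive = the rest, including hits failing retest or dose response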; note: some compounds called inactive have numbers as strong as hits; many of its hits are not listed in these tables
MEKK2wt PB1 HTS = raises or lowers MEK5 binding to wildtype human MEKK2 PB1 domain; Q9Y2U5; 1.1% of 290,000 active; bead flow cytometry, Alexa488-MEK5 binding to MEKK2 WT; actives lie on both sides; binding response (% of control), % at 10 µM; AID 1531; in the data active = binding response below about 67% or above about 130%
Active calls of the source: *; . = no result given; [ ] = remark or other dose. Not all compounds are listed; the hit share may differ from the screen's.

SMILES	MEKK3 PB1 HTS	NALP1 inh	PfM18AAP inh	IDE act	MEKK2 mut-MEK5	UBC9 SUMO inh	IDE cell inh	pCIP destab	MEKK2wt PB1 HTS
O=C(c1cc(-c2ccc(Cl)cc2)on1)N1CCN(c2ccccc2)CC1	107.0	8.1	6.6	3.5	6.0	22.9	-0.1	-13.5	102.0
C=CCn1c(SCC(N)=O)nc2nc3c(cc2c1=O)COC(C)(C)C3	98.0	1.5	-5.6	-4.6	-1.0	22.7	13.5	5.9	98.0
CCCCc1nnc(NC(=O)CSc2nc(=O)cc(N)n2-c2ccccc2)s1	104.0	2.8	-8.4	-1.3	-3.0	-10.2	-3.9	-3.2	99.0
O=C(O)CNC(=S)N(Cc1ccccc1)Cc1ccccc1F	100.0	11.1	-0.6	2.3	-2.0	-2.6	-3.2	0.2	95.0
COc1ccc(C2=NC(=O)/C(=C\c3cc(OC)c(OC)c(OC)c3)O2)cc1	104.0	7.8	0.3	-3.5	3.0	-4.6	4.5	-31.7	105.0
COc1ccccc1C1(CCNS(=O)(=O)c2ccc(C)cc2)CCOC(C(C)C)C1 (stereo not given)	92.0	26.6	4.0	4.4	1.0	-31.7	3.6	4.6	93.0
CCn1nccc1C(=O)Nc1cc(Cl)ccc1Cl	100.0	25.7	2.6	-0.2	4.0	-11.4	3.2	4.6	103.0
CN(C)CCN(C(=O)c1ccc2c(c1)OCCO2)c1nc2c(Cl)cccc2s1	110.0	39.5	1.2	-4.6	15.0	10.0	-3.9	-1.1	123.0
CCCCN(C(=O)CCC(=O)Nc1cc(C)on1)C(C(=O)NC1CCCC1)c1cccc(OC)c1 (stereo not given)	101.0	17.3	0.4	2.0	-3.0	0.0	3.0	-7.8	99.0
COc1ccc(N(C)C(=O)c2cn(CC(C)C)c(=O)c3cc(OC)c(OC)cc23)c(OC)c1	105.0	-2.0	12.8	2.9	3.0	-4.6	-0.8	0.2	103.0
CCCC1=C(C(=O)OCC)C(c2cc(Cl)cc(OC)c2OCC(=O)OCC)NC(=O)N1 (stereo not given)	105.0	-1.0	-2.2	2.2	7.0	1.6	-3.4	1.0	102.0
COCCNC(=O)c1cc(-c2cccc(OC)c2)on1	100.0	17.2	9.5	1.4	3.0	-1.1	-4.6	6.3	100.0
CS(=O)(=O)N(CC(=O)NC1CCCCC1)c1cccc(Cl)c1	109.0	.	1.1	-6.5	7.0	8.1	-0.5	-3.4	110.0
COc1cc(C=O)cc(Cl)c1OC(=O)N1CCOCC1	103.0	13.6	0.4	0.1	-1.0	-5.4	0.8	-11.2	100.0
COC(=O)c1ccc(C2/C(=C(\O)c3ccc(OC)c(C)c3)C(=O)C(=O)N2c2cc(C)on2)cc1 (stereo not given)	97.0	9.3	11.5	9.3	0.0	2.6	5.0	6.3	99.0
CCOC(=O)N1CCN(Cc2nc3cc(NC(=O)c4ccco4)ccc3n2C)CC1	96.0	-8.9	4.2	-1.1	7.0	9.6	7.1	-6.3	96.0
COc1ccc(C(C)=O)cc1Cn1nc(C)c([N+](=O)[O-])c1C	92.0	-31.6	-2.2	6.8	-7.0	5.9	3.2	3.4	95.0
CC1CCN(C(=O)COC(=O)CCc2c[nH]c3ccccc23)CC1	50.0*[inhibitor]	23.2	-2.5	5.1	-14.0	2.0	-7.2	16.5	65.0
Cc1ccc(C(=O)Nc2nnc(-c3ccncc3)o2)cc1	102.0	3.9	-2.8	3.6	5.0	12.6	-0.5	-0.9	107.0
CC1(C)CC(=O)c2sc(NC(=O)CN3CCOCC3)nc2C1	112.0	-2.1	-8.7	1.8	7.0	-6.5	1.2	-2.5	110.0
COc1cc(S(=O)(=O)n2cnc3ccccc32)ccc1Br	101.0	14.0	-1.8	2.5	1.0	-2.4	4.0	-3.3	104.0
O=C(Nc1ccccc1-c1nnc(SCc2ccccc2Cl)o1)c1ccccc1	70.0	3.7	-7.7	0.0	-16.0	-16.9	-3.7	3.6	70.0
O=C(CCCSc1nc2ccccc2[nH]1)N1CCN(c2ccccc2)CC1	91.0	-0.6	-2.3	-13.6	-9.0	-3.2	8.2	-7.7	95.0
Cc1ccc(N(CC(=O)N2CCN(c3ccc(F)cc3)CC2)S(=O)(=O)c2c(C)noc2C)cc1	102.0	15.5	1.7	5.2	4.0	-6.3	3.1	8.7	100.0
c1ccc(-c2nnc3sc(Cc4cccs4)nn23)cc1	95.0	-3.5	-1.7	-1.3	1.0	-5.9	2.9	6.9	97.0
CCCc1nc2oc(C(=O)OCC)c(N)c2c2c1COC(C)(C)C2	105.0	-2.1	4.6	-6.1	-2.0	29.8	0.7	-16.6	94.0
Cn1cc(CNCCN2CCCCC2=O)c(-c2cccc(Cl)c2)n1	102.0	-7.5	-1.3	0.2	-3.0	13.6	1.3	-13.9	101.0
CCN(CC)S(=O)(=O)c1cccc(C(=O)N/N=C(\C)c2ccc(O)cc2O)c1	107.0	5.7	7.3	-0.4	-4.0	19.8	-9.9	-7.7	103.0
O=C(O)c1ccccc1/C=N/NC(=S)NC1CCCCC1	104.0	.	25.1	0.2	3.0	3.4	-4.3	1.4	108.0
CCOC(=O)CSc1nnc([C@@H](NC(=O)OC(C)(C)C)C(C)C)o1	90.0	-8.3	-3.2	-1.0	-7.0	14.3	0.1	-4.6	95.0
Cc1cc(C)cc(OCCCCCNCCO)c1	103.0	23.8	14.1	6.0	8.0	12.0	-5.2	8.8	105.0
CCC1=Nc2ccccc2-c2nnc(SC)nc2O1	114.0	3.2	-6.9	-0.2	9.0	16.3	-0.4	-0.4	109.0
Cn1c(=O)c2sccc2n2c(CCCC(=O)NCc3cccnc3)nnc12	98.0	12.5	-8.7	6.0	-4.0	12.9	6.1	-3.2	96.0
C/C(=N\NC(=O)c1cc(C)nc2ccccc12)c1ccco1	100.0	3.0	-4.1	3.5	-2.0	-1.2	5.7	2.8	99.0
CC1(C)CC(=O)C(C(=S)Nc2ccccc2)=C(NC2CC(C)(C)NC(C)(C)C2)C1	78.0	16.3	47.1*	5.8	-15.0	-2.1	-4.2	11.1	87.0
CCOc1ccc(NC(=O)Nc2ccc(Cc3ccncc3)cc2)cc1	120.0	.	0.9	-10.9	20.0	9.3	3.6	11.4	115.0
Cc1nc(Nc2cccc(O)c2)c2c3c(sc2n1)CCC3	114.0	.	-6.5	8.1	16.0	17.2	-2.0	-11.8	111.0
O=C(CCCCC(=O)NNC(=O)COc1ccccc1)NNC(=O)COc1ccccc1	104.0	5.7	14.0	10.4	8.0	16.2	-0.8	0.1	112.0
Cc1ccc2[nH]c(=O)c(CN(C(=O)c3cccs3)c3ccccc3)cc2c1	101.0	20.6	-1.8	-5.7	11.0	-30.9	4.6	-10.0	108.0
CSc1ccccc1C(=O)NCCSC(C)(C)C	99.0	5.4	5.3	2.1	-2.0	-6.8	2.9	1.6	96.0
COc1cccc(C=Nc2ccccc2C#N)c1O	93.0	30.2	7.1	4.5	-2.0	7.2	1.9	-7.5	93.0
CCCCS/C(=C(/C#N)C(N)=O)c1cc2c([nH]1)CCCC2	102.0	-22.6	-2.2	-0.7	1.0	-9.8	10.2	-14.3	98.0
Cc1ccccc1-c1cc(C(=O)Nc2sc(C(=O)OC(C)C)c(C)c2C#N)c2ccccc2n1	72.0	.	-1.0	3.3	-17.0	4.9	-2.4	-20.7	65.0
Nc1ncnc(SCc2c(F)cccc2Cl)n1	96.0	-0.8	3.3	.	-6.0	7.3	3.1	-6.5	97.0
COc1cccc(-n2c(CN3CCN(c4ccccn4)CC3)nc3ccc([N+](=O)[O-])cc3c2=O)c1	97.0	-39.2	1.7	-1.4	-5.0	-6.1	0.6	8.5	95.0
COc1cc2c(cc1OC)C(COc1ccccc1OC)N(C(=O)C(C)(C)C)CC2 (stereo not given)	99.0	15.6	2.8	1.1	0.0	1.8	0.6	-4.2	98.0
COc1ccc(CCC(C)N2CCOCC2)cc1 (stereo not given)	105.0	-38.4	-6.4	-4.5	5.0	7.1	-0.6	-4.9	105.0
CCn1cc(SCC(=O)N2CCc3ccccc32)c2ccccc21	107.0	29.6	4.4	-1.2	8.0	2.3	8.4	-4.1	101.0
O=C(c1cc(COc2ccc(F)c(F)c2)on1)N1CCN(C2CCCCC2)C(=O)C1	97.0	27.3	3.5	-1.7	-10.0	0.9	0.7	1.4	98.0
Cn1c(SCC(=O)N/N=C/c2ccco2)nc2ccccc21	99.0	-1.5	5.9	-0.5	8.0	2.9	0.9	-21.1	97.0

(next part)
SMILES	MEKK3 PB1 HTS	NALP1 inh	PfM18AAP inh	IDE act	MEKK2 mut-MEK5	UBC9 SUMO inh	IDE cell inh	pCIP destab	MEKK2wt PB1 HTS
COc1ccc2c(=O)c(N3C(=O)c4ccccc4C3=O)c(C)oc2c1	84.0	6.0	3.0	3.4	-5.0	-1.7	1.0	-8.6	82.0
C=CCn1c(SCC(=O)NCc2ccco2)nc2ccccc2c1=O	96.0	0.7	8.5	.	-4.0	9.3	1.7	-8.4	94.0
S=C1NCN(C2CCCCC2)CN1CCc1ccccc1	96.0	5.4	0.3	.	-1.0	2.6	7.9	-6.3	100.0
Cc1ccc2oc(=O)c3cnn(CC(=O)N4CCc5ccccc5C4)c3c2c1	91.0	-15.0	.	4.4	-5.0	-0.8	-1.6	-15.3	91.0
CCn1c(SCC(=O)N/N=C/c2ccc(OC)c(OC)c2)nc2ccccc21	96.0	34.1	-5.4	-11.2	-3.0	-5.2	7.5	-9.1	98.0
COCCn1c(SCc2cc(=O)n3cc(C)ccc3n2)nc2ccccc2c1=O	103.0	10.5	-11.6	.	0.0	4.7	0.6	-2.5	100.0
CN(C)C(=O)COc1ccc2c3c(c(=O)oc2c1)CCCC3	103.0	9.4	-5.9	1.7	2.0	8.9	5.4	8.3	108.0
COc1ccc(OCC(=O)Nc2cc(-c3nn(C)c(=O)c4ccccc34)ccc2OC)cc1	105.0	20.0	-0.7	-2.4	-2.0	-60.8	-2.0	-23.4	102.0
CCOC(=O)c1cnc(-n2nc(C)cc2C)nc1NNc1ncc(-c2ccccc2)cn1	99.0	-0.2	-0.7	.	-8.0	-21.6	-2.8	3.3	95.0
COCCCNS(=O)(=O)c1ccc2[nH]c(=O)[nH]c2c1	97.0	11.7	17.3	5.2	-2.0	5.4	-5.9	3.9	97.0
COc1ccc(NC(=O)c2cccc(N3C(=O)c4ccc(C(=O)Nc5ccc(OC)c(O)c5)cc4C3=O)c2)cc1O	99.0	12.3	6.1	-2.6	0.0	-9.6	-1.7	-0.8	94.0
CN(c1ccc(C(=O)NCCSCc2ccco2)cc1)S(C)(=O)=O	107.0	15.4	-16.5	-1.1	1.0	30.0	-1.2	0.5	104.0
O=C(/C=C/c1ccc(F)cc1)N1CCCN(C(=O)/C=C/c2ccc(F)cc2)CC1	99.0	16.3	4.4	-12.2	-1.0	-5.3	24.4*	-12.7	113.0
O=S(=O)(c1ccc(Cl)cc1)c1cnc2ccccc2n1	112.0	10.2	0.7	-0.5	-2.0	-1.9	-0.1	-2.8	103.0
CC(C)c1ccc(C(=O)CSc2ncn[nH]2)cc1	120.0	4.8	25.4	-0.9	10.0	7.7	-2.7	-7.1	116.0
Cc1cc2ncn(/N=C/c3ccc([N+](=O)[O-])s3)c2cc1C	96.0	59.2*	-6.8	4.3	7.0	13.9	9.8	-3.6	83.0

Shown as a hit in NALP1 inh, of those listed so far:
SMILES	MEKK3 PB1 HTS	NALP1 inh	PfM18AAP inh	IDE act	MEKK2 mut-MEK5	UBC9 SUMO inh	IDE cell inh	pCIP destab	MEKK2wt PB1 HTS
Cc1cc2ncn(/N=C/c3ccc([N+](=O)[O-])s3)c2cc1C	96.0	59.2*	-6.8	4.3	7.0	13.9	9.8	-3.6	83.0
